INS-1E GSIS act: GLuc luminescence reporter in INS-1E cells, primary screen for activators of glucose-dependent secretion of insulin | activation, % at 16.6 µM | INS-1E GLuc reporter insulin secretion, 2-3 h | hit rate 0.61% among 370,000;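 active = lowest replicate activation of at least 40%, so every replicate reaches that level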;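 also: 0% = median of neutral control wells and 100% = median of IBMX positive control wells; some compounds called inactive have numbers as strong as hits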
Cneo AK release: Cryptococcus neoformans lysis via adenylate kinase release | C. neoformans lysis, adenylate kinase release luminescence, 4 h; normalised: neutral wells 0, clomiphene wells 100 | AID 651654 | hit rate 0.2% among 360,000 | lysis activity, % at 15 µM;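 active = mean lysis activity across replicates of at least 80%, whatever share of replicates individually reach that level; inactive = mean lysis activity below 80%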
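Schedule: static 4 h at 37 °C with compound, 1 h detection; system: C. neoformans cells; benchmarks: Clomiphene as positive control; buffer or medium: fresh YPD medium; measure: luminescence rise reflecting yeast cell lysis; measured by: luminescent adenylate kinase detection reagent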
PGC1a acetyl inh: PGC1a acetylation modulation, inhibitor mode | U2OS PGC1a acetylation, AlphaScreen anti-acetyl-lysine; with virally co-expressed GCN5 acetyltransferase | inhibition, % at 15.6 µM | hit rate 0.17% among 350,000 | AID 651687;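 active = every replicate shows inhibition of at least 40%; inconclusive = mean inhibition at least 40% but some replicate below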;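 also: 0% = neutral control wells and 100% = positive control wells; some results beyond the cut were filed as inactive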
C2C12 statin: suppression of simvastatin myotoxicity | C2C12 myotubes + simvastatin, ATP luminescence, 48 h; scaled: DMSO 0, geranylgeraniol control 100 | rescue of ATP level, % at 7.49 µM | hit rate 0.78% among 330,000 | AID 602340;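 active = mean ATP rescue above about 67%, or every replicate alone reaching that limit, limit read from the data, passing the limit was not always enough; inconclusive = no clear call, values can overlap the other calls; inactive = mean under the limit and some replicate under it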;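 also: myotubes were challenged with 10 µM simvastatin during compound exposure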
PAX8 inh HTS: PAX8 transcriptional activity inhibition; AID 652154; RMG-I TPO-luciferase reporter, SteadyGlo, 24 h; hit rate 1.2% among 360,000; inhibition, % at 12.6 µM;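 active = mean replicate inhibition at least 60% with every replicate also reaching 60%; inconclusive = only one of the two criteria is met; inactive = mean below 60% and not all replicates reaching 60%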;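 also: luciferase light reporting Pax8 driven TPO promoter activity; plate controls were median of neutral control wells for no effect and mitoxantrone controls for full effect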
ARNT-TACC3 inh: disrupts binding between human ARNT and TACC3. Q9Y6A5. AlphaScreen His-ARNT PAS-B/GST-TACC3 binding, luminescence; TACC3 fragment carries E629A point mutation. inhibition, % at 9.99 µM. hit rate 0.66% among 390,000. AID 623870;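 active = mean inhibition of replicates at least 50% and at least half of replicates each reaching 50%; inconclusive = half or more replicates reach 50% but mean below 50%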;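 also: 0% = complete ARNT plus TACC3 wells and 100% = ARNT alone without TACC3; many hits fall short of the cut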
PglD inh: PglD (C. jejuni) enzyme inhibition; hit rate 0.098% among 360,000; AID 602405; purified PglD enzyme, DTNB colorimetric CoA detection; inhibition, % at 12.5 µM; in the data active = inhibition above about 16%, passing the limit was not always enough; inconclusive = no clear call, values can overlap the other calls; also: strong numbers were not always called active
LGR2 antag: Drosophila LGR2 receptor signaling inhibition; HEK293 LGR2, CRE-luciferase, bursicon-stimulated, 4 h; inhibition, % at 9.99 µM; hit rate 0.35% among 380,000; AID 720647;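 active = drop in luminescence signal, shown as inhibition above about 50% in the replicate tests, limit read from the data, passing the limit was not always enough; inconclusive = probably only some replicates passing the limit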;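 also: agonist challenge used bursicon conditioned medium at about half maximal strength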
Numbers without * were called inactive; ? = inconclusive; . = not tested or not shown.

A first look:
SMILES	INS-1E GSIS act	Cneo AK release	PGC1a acetyl inh	C2C12 statin	PAX8 inh HTS	ARNT-TACC3 inh	PglD inh	LGR2 antag
C[C@H](CO)N1C[C@H](C)[C@@H](CN(C)C(=O)Nc2ccc3c(c2)OCO3)Oc2c(NC(=O)c3nc4ccccc4s3)cccc2C1=O	0	1	5	-9	.	15	3	3
C[C@@H]1CN([C@@H](C)CO)C(=O)c2cc(C#CCN(C)C)cnc2O[C@@H]1CN(C)Cc1cccc(F)c1	21	0	-1	4	-21	7	0	0
CN(C)CCCNc1oc(-c2ccc(Cl)cc2)nc1S(=O)(=O)c1ccccc1	-7	0	-2	-18	14	1	.	-6
C[C@@H]1CCCCO[C@@H](CN(C)Cc2ccc(C(F)(F)F)cc2)[C@@H](C)CN([C@H](C)CO)C(=O)c2cc(NC(=O)Cc3ccccc3)ccc2O1	-8	-1	8	61	7	-1	6	14
CCNC(=O)C1(C)CCN(C(=O)c2ccc3c(c2)CCO3)C1 (stereo not drawn)	-3	1	11	0	5	.	1	3

Main list, previewed entries included:
SMILES	INS-1E GSIS act	Cneo AK release	PGC1a acetyl inh	C2C12 statin	PAX8 inh HTS	ARNT-TACC3 inh	PglD inh	LGR2 antag
C[C@H](CO)N1C[C@H](C)[C@@H](CN(C)C(=O)Nc2ccc3c(c2)OCO3)Oc2c(NC(=O)c3nc4ccccc4s3)cccc2C1=O	0	1	5	-9	.	15	3	3
C[C@@H]1CN([C@@H](C)CO)C(=O)c2cc(C#CCN(C)C)cnc2O[C@@H]1CN(C)Cc1cccc(F)c1	21	0	-1	4	-21	7	0	0
CN(C)CCCNc1oc(-c2ccc(Cl)cc2)nc1S(=O)(=O)c1ccccc1	-7	0	-2	-18	14	1	.	-6
C[C@@H]1CCCCO[C@@H](CN(C)Cc2ccc(C(F)(F)F)cc2)[C@@H](C)CN([C@H](C)CO)C(=O)c2cc(NC(=O)Cc3ccccc3)ccc2O1	-8	-1	8	61	7	-1	6	14
CCNC(=O)C1(C)CCN(C(=O)c2ccc3c(c2)CCO3)C1 (stereo not drawn)	-3	1	11	0	5	.	1	3
C[C@@H]1CN([C@H](C)CO)C(=O)c2cc(NC(=O)C3CCCCC3)ccc2O[C@@H](C)CCCCO[C@@H]1CN(C)Cc1ccc2c(c1)OCO2	-29	-1	.	-61	24	-1	1	-13
O=C(CCCCCN1C(=O)[C@@H]2Cc3ccccc3CN2C1=O)Nc1ccccc1Cl	6	6	.	-10	17	-1	0	6
CC(=O)N1c2ccc(S(=O)(=O)NCC3CCC(C(=O)Nc4ncccc4C)CC3)cc2CC1C (stereo not drawn)	-1	1	0	15	-17	0	-8	-16
CCN1C(=O)C2C(C1=O)N1C(c3ccccc3)C3C(=O)N(CC)C(=O)C3N1C2c1ccccc1 (stereo not drawn)	.	0	7	?	.	-25	-3	.
Cc1cc(C)n(-c2nc3ccccc3nc2NCCc2ccccc2)n1	2	0	-7	-8	21	-25	-3	-7
CCCCOCCCn1cnc2c([nH]c3cc(OC)ccc32)c1=O	.	3	3	-17	.	-9	-3	.
OC[C@@H]1[C@@H](c2ccc(-c3ccc(F)cc3)cc2)[C@H]2CN(Cc3cccnc3)CCCCN12	-10	-3	-20	8	-6	-2	1	-1
CN=C(Nc1ccccc1)SC1CC(=O)N(c2ccc(C(=O)OC)cc2)C1=O (stereo not drawn)	.	0	-19	-3	17	-15	.	.
COC(=O)CSc1nnc(NC(=O)C2CC(=O)N(c3ccc(F)cc3)C2)s1 (stereo not drawn)	14	-3	.	-2	-6	-12	0	2
COc1cccc(S(=O)(=O)N(C)C[C@H]2Oc3ncc(C#CCC(C)C)cc3C(=O)N([C@@H](C)CO)C[C@H]2C)c1	-7	-5	-2	-45	8	-2	-2	-25
CN(CC(=O)Nc1c(Cl)cccc1Cl)C(=O)Cc1cccs1	2	3	.	-4	5	-2	1	-28
Cc1ccc(S(=O)(=O)N(C)C[C@H]2OCc3ccccc3-c3ccccc3C(=O)N([C@H](C)CO)C[C@H]2C)cc1	-21	-3	3	19	.	10	-1	2
O=C(C[C@H]1CC[C@H]2[C@@H](COC[C@H](O)CN2Cc2ccc(Oc3ccccc3)cc2)O1)N1CCc2ccccc2C1	-16	51	1	27	56	-4	-4	.
Cc1cccc(NS(=O)(=O)c2cccc(C(=O)N3CCCC(C(F)(F)F)C3)c2)c1 (stereo not drawn)	-16	-1	.	11	9	-2	-1	13
O=C(COC(=O)COc1ccc(Cl)cc1)NCCCc1ccccc1	8	0	4	7	1	3	-7	-3
CN1c2ccc(-c3cccc(F)c3)cc2[C@@H]2[C@@H](CCN2C(=O)Nc2ccccc2F)[C@@H]1CO	-4	-4	-11	-2	39	-7	-4	2
N#CC1=C(N)Oc2[nH]c(=S)[nH]c(=O)c2C12C(=O)Nc1ccccc12 (stereo not drawn)	-20	-19	3	2	7	13	7	7
O=C1CC(N2CCN(c3cccc(C(F)(F)F)c3)CC2)C(=O)N1c1ccccc1F (stereo not drawn)	.	-2	.	8	.	-2	-3	.
COC(=O)CSC(C)C(=O)Nc1nnc(C(C)C)s1 (stereo not drawn)	3	-1	-1	6	-21	-13	-7	-4
COc1ccc(-c2cc(=O)oc3c(C)c(OCC(=O)NCCCn4ccnc4)ccc23)cc1	14	0	2	-14	.	-1	-1	7
CN1CCN(C(=O)c2ccc3c(c2)N(Cc2ccccc2)CCS3)CC1	.	-1	-8	-21	.	-16	0	.
O=C(COC(=O)CNC(=O)C12CC3CC(CC(C3)C1)C2)Nc1ccccc1	-12	-1	4	8	.	5	-2	10
Cc1cc([N+](=O)[O-])nn1CC(=O)N1CCc2ccccc2C1	6	-1	8	3	.	0	5	21
COc1cccc(N(CC(=O)NC2CCCCC2)C(=O)Cn2nnc(-c3ccc(C)o3)n2)c1	-2	1	-15	-5	7	-10	1	12
Cc1cc(C)n(C(=O)CNC(=O)C(c2ccccc2)c2ccccc2)n1	6	-1	20	.	.	-3	3	12
C[C@@H]1CN([C@H](C)CO)C(=O)c2ccccc2-c2ccccc2CO[C@@H]1CN(C)Cc1cccc(C(=O)O)c1	-5	-1	6	-13	8	-19	-3	14
C[C@H]1CCCCO[C@@H](CN(C)C)[C@@H](C)CN([C@@H](C)CO)C(=O)c2cc(NS(=O)(=O)c3ccccc3)ccc2O1	16	-2	-11	13	0	31	-1	-17
Cc1cc2c(=O)n(C)c(SCC(=O)Nc3cccc(O)c3)nc2s1	-8	5	.	15	1	2	-11	1
CN(C)S(=O)(=O)c1cccc(NC(=O)COC(=O)c2cc(=O)c3ccccc3o2)c1	9	0	-1	2	-6	7	2	-15
CS(=O)(=O)N(CC(=O)N1CCC(C(N)=O)CC1)c1cc(C(F)(F)F)ccc1Cl	17	.	-2	.	-4	-2	.	-2
C[C@H](CO)N1C[C@H](C)[C@H](CN(C)Cc2ccc(Cl)c(Cl)c2)OCc2cnnn2CCCC1=O	-5	-22	11	9	.	-6	0	6
NCC(O)(c1ccc(Cl)cc1)c1ccc(Cl)cc1	-8	-2	-7	4	-8	-13	5	-8
CCCC(C(=O)OCCN(CC)CC)(c1ccccc1)c1ccccc1	-11	2	-13	-14	0	2	3	16
CC(=O)c1cc(F)c(N2CCN(C(=O)COc3ccc(F)cc3)CC2)cc1C	.	-2	9	12	.	.	6	.
O=C(N[C@H]1CC[C@@H](CCn2cc(Cc3ccccc3)nn2)O[C@H]1CO)c1ccccn1	-1	-7	4	-4	4	8	1	0

Overlap with the part before: 4 entries; new compounds follow.
SMILES	INS-1E GSIS act	Cneo AK release	PGC1a acetyl inh	C2C12 statin	PAX8 inh HTS	ARNT-TACC3 inh	PglD inh	LGR2 antag
NCC(O)(c1ccc(Cl)cc1)c1ccc(Cl)cc1	-8	-2	-7	4	-8	-13	5	-8
CCCC(C(=O)OCCN(CC)CC)(c1ccccc1)c1ccccc1	-11	2	-13	-14	0	2	3	16
CC(=O)c1cc(F)c(N2CCN(C(=O)COc3ccc(F)cc3)CC2)cc1C	.	-2	9	12	.	.	6	.
O=C(N[C@H]1CC[C@@H](CCn2cc(Cc3ccccc3)nn2)O[C@H]1CO)c1ccccn1	-1	-7	4	-4	4	8	1	0
CCn1c(=O)n(CC)c2cc(N3CCCC3)c(NC(=O)c3cccc(OC)c3)cc21	28	-1	.	-7	9	7	0	-3
O=C(C[C@H]1CC[C@@H]2[C@H](COC[C@H](O)CN2Cc2nccs2)O1)N1CCC(Cc2ccccc2)CC1	-3	0	5	41	6	22	-2	19
C/C=C/c1ccc2c(c1)O[C@H](CN(C)S(=O)(=O)c1ccccc1OC)[C@@H](C)CN([C@H](C)CO)S2(=O)=O	-5	-2	-31	-55	13	-1	2	0
Cc1ccc(C(=O)NC2CCN(CC(=O)Nc3c(C)cc(C)cc3C)CC2)cc1	13	2	2	-5	-12	-5	1	-2
CN(c1ccccc1)S(=O)(=O)c1ccc(C(=O)Nc2nnc(C3CC3)o2)cc1	-2	.	.	.	-4	-1	.	-17
CC(CN1C(C)CCCC1C)OC(=O)c1ccccc1F (stereo not drawn)	4	0	.	-3	-5	0	0	-10
CN1C(=O)c2cc(NS(C)(=O)=O)ccc2OC[C@H]2O[C@@H](CC(=O)Nc3cccc(F)c3)CC[C@@H]21	9	-1	0	11	17	-1	-1	5
CCOC(=O)CSc1nc2ccc(C)cc2[nH]1	.	-2	-4	11	.	-1	3	7
CCOC(=O)c1cc(C(C)(C)C)nc(SC)c1C#N	10	.	1	.	31	-2	.	-10
CCCNC(=O)N1[C@@H](C#N)[C@H](c2ccc(-c3ccc(C(=O)N(C)C)cc3)cc2)[C@@H]1CO	-21	-1	-4	16	-1	11	1	-17
CO[C@@H]1CN(C)C(=O)c2cc(NC(=O)c3ccc(-c4ccccc4)cc3)ccc2OC[C@H](C)NC[C@@H]1C	.	0	-8	-28	4	2	-1	28
C[C@@H]1CN([C@@H](C)CO)C(=O)c2cc(NC(=O)CCC(F)(F)F)ccc2O[C@@H](C)CCCCO[C@H]1CN(C)C(=O)Nc1ccccc1	-3	2	-14	.	27	-8	-2	0
